Screens as filed in PubChem BioAssay.
FBW7 activator: FBW7 E3 ligase activators, primary screen, biochemical, AlphaScreen, human. AlphaScreen FBW7–phospho-cyclin E peptide binding, activator screen. normalized activity (activation), % at 26.1 µM. actives 0.13% (n = 650,000); in the data active means normalized activity above about 1.9%;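 further: purified mutant Fbw7 with reduced substrate affinity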
Target sequence (Q969H0 whole entry, looked up): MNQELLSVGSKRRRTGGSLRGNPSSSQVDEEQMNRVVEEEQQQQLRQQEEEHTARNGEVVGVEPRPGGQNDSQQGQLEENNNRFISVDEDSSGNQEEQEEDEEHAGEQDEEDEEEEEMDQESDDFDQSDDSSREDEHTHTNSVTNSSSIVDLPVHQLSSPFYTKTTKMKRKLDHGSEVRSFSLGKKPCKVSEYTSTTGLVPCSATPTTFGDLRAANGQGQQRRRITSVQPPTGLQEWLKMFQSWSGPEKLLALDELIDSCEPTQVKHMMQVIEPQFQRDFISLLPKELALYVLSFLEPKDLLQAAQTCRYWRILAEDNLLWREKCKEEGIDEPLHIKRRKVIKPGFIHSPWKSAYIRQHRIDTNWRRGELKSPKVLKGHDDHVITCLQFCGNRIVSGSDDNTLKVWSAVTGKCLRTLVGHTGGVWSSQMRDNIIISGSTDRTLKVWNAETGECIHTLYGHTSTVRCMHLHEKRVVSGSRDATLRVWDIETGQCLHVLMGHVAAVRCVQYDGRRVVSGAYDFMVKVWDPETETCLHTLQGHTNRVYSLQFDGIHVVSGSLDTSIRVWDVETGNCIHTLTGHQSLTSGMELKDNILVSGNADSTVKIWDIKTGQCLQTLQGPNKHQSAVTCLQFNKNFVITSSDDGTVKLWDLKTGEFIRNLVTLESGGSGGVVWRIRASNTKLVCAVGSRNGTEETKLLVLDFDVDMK
TEAD-YAP inh: TEAD-YAP interaction inhibition, primary screen, TEAD-YAP interaction inhibitor project, luminescence, HEK-TIYL cells; TEAD-Gal4/YAP UAS-luciferase luminescence; inhibition, % at 9.12 µM; AID 1259422, 2018; actives 1.4% (n = 640,000); in the data active means inhibition above about 32%;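 further: 0% = median of test compound wells and 100% = reference inhibitor wells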
MITF inh: MITF inhibitors, primary screen, biochemical, AlphaScreen, human | inhibition, % at 2.6 µM | AlphaScreen MITF homodimerization, bead proximity signal | AID 1259374, 2018 | actives 0.91% (n = 650,000) | Microphthalmia-associated transcription factor (Homo sapiens), O75030; in the data active means inhibition above about 50%;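 further: 0% = vehicle wells with protein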
GPR151 ag: activators of human GPR151, primary screen, cell-based, PathHunter beta-arrestin, luminescence; PathHunter beta-arrestin GPR151 cells; activation, % at 11.2 µM; actives 1% (n = 650,000); AID 1508602, 2020; in the data active means activation above about 4.9%;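 further: 0% = median of compound wells and 100% = cells with positive control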
Active calls of the source: *.

Structure	FBW7 activator	TEAD-YAP inh	MITF inh	GPR151 ag
CCOc1ccc(C(=O)Nc2cccc(NC(=O)c3ccc(C(C)(C)C)cc3)c2)cc1Br	1.3	0	5	0.7
CCc1c(C#N)c(N)nc2sc(C(=O)OCc3ccccc3)c(N)c12	-0.2	-2	8	0.0
Cc1nc(NCc2ccncc2)cc(-c2cncc(-c3cccs3)c2)n1	-0.1	-43	-2	1.8
CCOc1ccccc1N1CCN(C(=O)C2CCNCC2)CC1	-0.2	6	58*	0.4
O=[N+]([O-])c1ccc(Cl)cc1NCCOCC(F)(F)F	-0.1	7	10	5.2*
CCN(CC)S(=O)(=O)c1ccc(F)c(C(=O)NCCC2=CCCCC2)c1	0.2	-27	5	0.1
Cc1cccc(NC(=O)Cc2csc(Nc3ccc(F)cc3)n2)c1	-0.5	-10	-2	-0.3
COc1ccc(C(=O)NC(Nc2ccccc2)C(=O)c2ccccc2)cc1 (centres undefined)	-0.1	-2	6	-1.0
CCOCCCNC(=O)C1CCN(C(=O)Nc2ccc(Cl)cc2)CC1	0.1	-1	5	2.0
CCOc1ccc(Nc2nc(C)c(C(C)=O)s2)cc1	0.1	-70	0	1.9
C=Cc1ccc(NC(C)=O)cc1NC(C)=O	0.1	13	10	0.1
COC(=O)c1sc2ccccc2c1NC(=O)c1ccccc1Cl	0.1	-18	-7	0.6
CC(=O)Nc1ccc(C2C3=C(CC(C)(C)CC3=O)Nc3[nH]c(=O)[nH]c(=O)c32)cc1 (centres undefined)	0.0	6	14	-0.5
O=C(NC(=O)C1CCCCC1)c1ccccc1	0.3	5	38	0.0
CC1=C(C(=O)OC2CCCC2)C(c2ccc(C)cc2)NC(=O)N1 (centres undefined)	-0.1	-5	-2	-0.5
COc1ccc(-c2ccc(C(=O)NCCN3CCOCC3)s2)cn1	-0.1	10	2	-1.5
CN(C)C(=O)C(=O)Nc1ccc(Cl)c(C(=O)N2CCC(Oc3ccc(F)cc3)CC2)c1	-0.1	47*	8	0.2
CNC(=S)N1CCCN(c2nc3cc4c(cc3cc2C#N)OCO4)CC1	-0.1	6	0	-0.7
CCN(C(=O)C1CCC1)c1nnc(-c2cccc(C)c2)s1	0.1	-33	-10	-0.2
O=C(CSc1nc2ccsc2c(=O)n1-c1ccc(Cl)cc1)c1ccc(Cl)cc1	0.3	6	10	3.0
C=CCC1S/C(=N\N=C\c2cccs2)NC1=O (centres undefined)	0.0	1	19	-0.2
Cc1ccc(OCC(=O)NNS(=O)(=O)c2ccc([N+](=O)[O-])cc2)cc1	0.1	15	4	1.2
Cc1ccc(OCC(=O)Nc2nncs2)cc1	-0.3	-25	-9	0.5
CCOc1ccc(C(=O)N2CCN(c3ccc([N+](=O)[O-])c(NCc4ccccc4)c3)CC2)cc1	-0.4	-7	22	-0.7
CCCC1(C)N=C(c2cccc(OC)c2)CC(c2ccccc2O)N1 (centres undefined)	0.2	-41	14	0.4
CC(c1nnnn1Cc1ccccc1)N1CCN(c2ccccc2F)CC1 (centres undefined)	-0.1	0	-10	-0.1
O=C(Nc1ccc(-c2cccc(F)c2)cc1)C1CCCN(CCCn2cccn2)C1 (centres undefined)	0.0	9	8	0.1
COc1c(C)cc(S(=O)(=O)NCC2CCN(C)CC2)cc1C	0.0	-5	8	0.1
O=C(O)Cn1c(=S)sc2ccccc21	0.0	7	9	-0.4
N#CC1=C(N)Oc2n[nH]c(C34CC5CC(CC(C5)C3)C4)c2C1c1ccc(F)cc1 (centres undefined)	0.6	-12	0	0.6
O=C(NC1CCCCC1)NC1CCN(C(=S)NCc2ccco2)CC1	0.5	0	9	0.3
Cc1cnc(CNC(=O)c2ccc3cncc(-c4ccccc4)c3n2)cn1	-0.1	63*	-4	0.3
COc1cc(CN2CCCC(c3[nH]ncc3C(C)C)C2)ccc1O (centres undefined)	-0.1	0	-3	1.9
CCOC(=O)c1[nH]c(C)c(C(=O)Nc2cc(C)ccc2C)c1C	-0.1	40*	2	-0.1
Cc1ccc(S(=O)(=O)NCCc2sc(C)nc2C)cc1	0.0	12	15	-0.8
CCCCC12CN3CCN(CC(C3)/C1=N\NC(=O)Nc1ccccc1)C2	-0.1	-2	0	-0.2
Cc1cn2c3c(=O)n(CC(N)=O)c(=O)n(C)c3nc2n1CCc1ccccc1	0.1	11	10	0.3
C=CCN1C(=O)NC(NC(=O)c2ccccc2)(C(F)(F)F)C1=O (centres undefined)	0.1	7	-2	-0.4
CCCCCCc1cnc(-c2ccc(OC(F)(F)F)cc2)nc1	0.0	0	-3	0.1
CCN(CC)CCNC(=O)CSc1nc2nc(C)cc(C)n2n1	-0.1	3	2	2.0
CCOC(=O)N1CCC(NC(=O)CSCc2nc(-c3cccc(OC)c3)oc2C)CC1	1.1	20	23	-0.1
CN(c1ccc(Cl)cc1F)S(=O)(=O)c1ccc2[nH]cc(C(=O)NCC3CCCO3)c(=O)c2c1 (centres undefined)	-0.2	-8	1	-0.5
COC(=O)/C(=C/c1ccco1)NC(=O)c1ccc(C(C)(C)C)cc1	0.0	-4	9	-1.2
Cc1cc(C)n(C(=O)CNc2ccc(C)c(C)c2)n1	-0.1	-1	8	1.1
CN(C)c1ccc(NC(=O)c2cc(-c3ccc(Cl)c(Cl)c3)nc3ccccc23)cc1	-0.1	-9	-7	-0.7
CCOc1ccc(N=c2scc(-c3ccc(S(=O)(=O)N4CCCCC4)cc3)n2CCCO)cc1	-0.3	-7	5	2.2
Cc1ccc2cccc(Oc3ccc([N+](=O)[O-])cc3C(N)=O)c2n1	-0.2	8	4	-0.7
CC(C)C[C@H]1NC(=O)[C@H]2CN(C(=O)c3cccc4ccccc34)CCN2C1=O	-0.9	-9	3	1.0
COc1ccc2c(c1)[nH]c1c(=O)n(CCCN3CCCC3)cnc12	0.0	0	2	1.1
N#Cc1c2c(c(=O)n3c1[nH]c1ccccc13)CCC2	0.3	-8	-2	-1.0

Given with two lines to a compound: part of the list above.
Value order: FBW7 activator | TEAD-YAP inh | MITF inh | GPR151 ag
> COc1cc(CN2CCCC(c3[nH]ncc3C(C)C)C2)ccc1O (centres undefined)
→ -0.1 | 0 | -3 | 1.9
> CCOC(=O)c1[nH]c(C)c(C(=O)Nc2cc(C)ccc2C)c1C
→ -0.1 | 40* | 2 | -0.1
> Cc1ccc(S(=O)(=O)NCCc2sc(C)nc2C)cc1
→ 0.0 | 12 | 15 | -0.8
> CCCCC12CN3CCN(CC(C3)/C1=N\NC(=O)Nc1ccccc1)C2
→ -0.1 | -2 | 0 | -0.2

(listing goes on)
Structure	FBW7 activator	TEAD-YAP inh	MITF inh	GPR151 ag
C=C(C)C1CC=C(C)/C(=N/NC(=O)C2CC2c2ccccc2)C1 (centres undefined)	0.0	0	6	-0.4
COc1cccc(CC(=O)N2CC[C@@H]3[C@H](CCCN3C(=O)CCc3cccs3)C2)c1	0.2	7	20	-0.3
O=C(c1cccc([N+](=O)[O-])c1)N1CCN(c2cccc(Cl)c2)CC1	0.5	13	8	0.6
CCOc1ccccc1CN1CCN(Cc2cnn(C(C)C)c2)CC1CCO (centres undefined)	-0.1	-8	2	1.3
CCOc1cc(N2CCN(C(=O)c3ccccc3F)CC2)nc(C)n1	-0.1	2	0	0.8
COc1ccc(-c2cnc3[nH]c(=O)n([C@@H](C)c4ccccc4)c3n2)c(OC)c1OC	-0.5	-2	7	3.1
COc1ccccc1C(=O)Oc1ccc(/C=N/n2c(=O)c(C(C)(C)C)nn3cnnc23)cc1	-0.1	6	-8	1.8
Nc1sc2c(c1C(=O)N1CCOCC1)CCCC2	-0.3	1	-6	0.4
Cc1ccc(Nc2ncc(F)c(Nc3ccc(C)c(C)c3)n2)cc1C	0.2	21	11	-1.7
COc1ccc(-c2nc(N)c3[nH]cnc3n2)cc1	-0.1	-34	0	-0.1
C=C(Cl)COc1nc2cc(OC)c(OC)cc2cc1CNCc1ncc(C)[nH]1	0.5	9	19	-0.4
Cn1c(Nc2nc(NCc3ccccc3)c3ncn(-c4ccccc4)c3n2)nc2ccccc21	-0.1	17	12	0.3
CN(c1nc(-c2ccccc2F)nc2ccccc12)C1CCCCC1	0.6	6	1	-1.1
Cc1c(Cl)cccc1N1C(N)=C(C#N)C(c2cccnc2)C2=C1CC(C)(C)CC2=O (centres undefined)	0.0	-3	3	0.6
Cc1nc(-c2ccc(N3CCN(C(=O)c4ccccc4)CC3)nc2)no1	-0.2	5	6	-1.3
CCn1c(=O)c([N+](=O)[O-])c(NCCc2ccc(OC)cc2)c2ccccc21	0.1	24	11	-0.6
CCCCn1c(N/N=C(/C)c2ccccc2)nc2c1c(=O)[nH]c(=O)n2C	0.2	-1	11	-0.2
CCOc1cc(/C=N/NC(=O)Cn2nnc(-c3ccccc3)n2)ccc1O	0.0	16	7	0.8
CS(=O)(=O)CCC(C(=O)Nc1ccc2c(c1)OCCO2)N1Cc2ccccc2C1=O (centres undefined)	0.5	0	12	0.7
CCc1ccc(NC(=O)C(C)N(c2ccc(Cl)cc2)S(C)(=O)=O)cc1 (centres undefined)	0.3	-8	14	-1.4
CCN(CC)c1ccc(C2C(C(=O)OC)=C(C)NC3=C2C(=O)CC(c2ccccc2Cl)C3)cc1 (centres undefined)	0.3	-4	6	-0.7
Cc1cccc(NC(=O)c2ccc3c(c2)OCO3)n1	0.1	-21	-2	-8.5
CCOC(=O)c1sc(NC(=O)C(C)Sc2nnc(CNC(=O)c3ccc([N+](=O)[O-])cc3)n2C2CCCCC2)c(C(=O)OCC)c1C (centres undefined)	0.3	-3	4	-0.6
CCC(=O)NCCCc1nc2ccccc2n1CC(C)C	-0.1	-8	-2	1.1
CCOC(=O)C1=NN(C(=O)c2ccccc2)C2C(=O)N(CC)C(=O)C12 (centres undefined)	0.7	-10	10	0.8

In the list so far, these contain an aryl thioether with sulfur outside any ring.
Structure	FBW7 activator	TEAD-YAP inh	MITF inh	GPR151 ag
O=C(CSc1nc2ccsc2c(=O)n1-c1ccc(Cl)cc1)c1ccc(Cl)cc1	0.3	6	10	3.0
CCN(CC)CCNC(=O)CSc1nc2nc(C)cc(C)n2n1	-0.1	3	2	2.0
CCOC(=O)c1sc(NC(=O)C(C)Sc2nnc(CNC(=O)c3ccc([N+](=O)[O-])cc3)n2C2CCCCC2)c(C(=O)OCC)c1C (centres undefined)	0.3	-3	4	-0.6

Remaining list, next part
Structure	FBW7 activator	TEAD-YAP inh	MITF inh	GPR151 ag
CCN(CC)C(=O)COc1ccc2c(c1)C(=O)CC(C)(C)O2	0.0	-6	0	-0.3
CSc1ccccc1NC(=O)CSc1nc2ccccc2s1	0.1	-3	-7	0.2
CCOC(=O)c1c(-c2ccccc2)cn2c1SCC2=O	-0.2	-7	4	-2.2
COc1ccc(NC(=O)CN(C)CC(=O)Nc2ccc3c(c2)CCC3)cc1	0.0	3	4	-0.7
COc1ccc(Cl)cc1NC(=O)NNC(=O)c1cccc([N+](=O)[O-])c1C	0.2	6	11	-1.0
O=[N+]([O-])c1ccc(/C=N/Nc2ncc(Cl)cc2Cl)o1	-0.1	-2	12	2.5
CC(C)C(NS(=O)(=O)c1cccc2nsnc12)C(=O)NCc1ccccc1Cl (centres undefined)	0.0	0	4	-0.1
CCOC(=O)CSc1ncnc2c(-c3ccc(OC)cc3)nsc12	0.0	-13	-2	1.3
O=C(CCc1nnc(CCc2c[nH]c3ccccc23)o1)NC1CCC1	0.1	-61	0	-1.5
O=C(COc1ccc(Br)cc1)NNC(=O)Nc1ccccc1	0.0	-3	13	-0.5
O=Cc1ccc(C(=O)OCC(=O)N2CCOCC2)cc1	-0.1	4	6	0.2
Nc1nonc1-n1nnc(C(=O)N/N=C/c2ccccc2O)c1-c1ccccc1	-0.1	13	6	-0.4
CCOc1ccc(-n2c(=S)sc3c(=O)n(-c4ccccc4C)c(SCC#N)nc32)cc1	0.1	-1	-2	-1.1
COCCNCC(=O)Nc1ccc(S(=O)(=O)N2C(C)CCCC2C)cc1 (centres undefined)	0.1	4	7	1.4
N#Cc1cccn1Cc1ccccc1F	0.2	4	4	-0.3
O=C(Cn1nc(-c2ccc(Cl)cc2)ccc1=O)NCc1ccccc1Cl	0.3	0	3	0.0
CCCCN(C)C(=O)CSc1nc2ccsc2c(=O)n1CCCCCC(=O)NCCc1ccc(OC)c(OC)c1	0.0	8	10	0.7
CC(=O)c1ccc(NC(=O)C2CCC(CNc3c(N4CCCC4)c(=O)c3=O)CC2)cc1 (centres undefined)	0.0	-5	0	1.4
Fc1ccccc1CNCCC(Cc1ccccc1)c1ccc2c(c1)OCO2 (centres undefined)	-0.1	3	-2	0.9
COc1cc(CNC(=O)CCN2Cc3cc(Cl)ccc3OC(C)C2)cc(OC)c1OC (centres undefined)	-0.2	-2	-4	0.4
CN(Cc1ccccc1)c1nnnn1-c1ccccc1	-0.2	7	1	0.5
Cc1noc(N)c1C(=O)Nc1ccc(C(C)(C)C)cc1	0.1	-61	10	-3.1
C=CCN(c1ccc(C(=O)O)cc1)S(C)(=O)=O	0.1	-7	12	-2.3
COC(=O)c1scc(C)c1NC(=O)C(C)Sc1nc(C)cc(C)c1C#N (centres undefined)	-0.1	-3	1	0.4
